Screening results as filed in PubChem BioAssay.
Salmonella PhoP GFP – PhoP regulon inhibitors, Salmonella typhi PhoP promoter GFP reporter, confirmatory (AID 1850); Salmonella Typhi PhoP-promoter GFP reporter, fluorescence, 4 h; higher % means a stronger effect; inhibition, % at 50 µM; hits with a dose series show IC50 in µM; 310,000 compounds, 0.33% hits; in the data active means a potency from the dose series; inconclusive means inhibition mostly from about 25% at the one dose, without a potency; inactive means the rest, 99 in 100 with inhibition below about 19%;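 further: 0% = induced wells with vehicle and 100% = uninduced wells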
influenza NS1A – NS1A inhibition, H1N1 influenza, cell based functional assay (AID 504329); inhibition, % at 12.5 µM, or IC50 in µM where a hit was titrated; 340,000 compounds, 0.3% hits; NS1A functional cell-based assay, percent inhibition; higher % means a stronger effect; in the data active means a potency from the dose series; inconclusive means inhibition above about 27% without an active follow-up result; further: strong numbers were not always called active
M. tuberculosis HTS – M. tuberculosis growth inhibition, HTS (AID 449762) | 330,000 compounds, 0.59% hits | inhibition, % at 25 µM, or IC50 in µM where a hit was titrated | M. tuberculosis H37Rv growth inhibition, 7H9 media; higher % means a stronger effect; in the data active means a potency from the dose series; inconclusive means inhibition above about 70% without an active follow-up result;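 further: bacterial growth assessed after seven days of incubation; strong numbers were not always called active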
tuberculosis growth – growth inhibition of non-replicating M. tuberculosis (AID 488890); Mycobacterium tuberculosis non-replicating, growth inhibition; higher % means a stronger effect; inhibition, % at 25 µM; hits with a dose series show IC50 in µM; 320,000 compounds, 0.39% hits; in the data active means a potency from the dose series; inconclusive means inhibition mostly from about 82% at the one dose, without a potency; inactive means the rest, 99 in 100 with inhibition below about 76%;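 further: plate controls were DMSO cells for no effect and high antibiotic wells for full effect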
inhibitors of VEEV – inhibitors of VEEV TC-83 cytopathic effect, confirmation, Vero cells (AID 588727); Vero cells, VEEV TC-83 cytopathic effect inhibition; higher % means a stronger effect; inhibition, % at 20 µM, or IC50 in µM where a hit was titrated; 350,000 compounds, 0.13% hits; in the data active means a potency from the dose series; inconclusive means inhibition mostly from about 14% at the one dose, without a potency; inactive means the rest, 99 in 100 with inhibition below about 12%; further: strong numbers were not always called active
inhibitors of VEEV 10K pilot screen – second read-out of inhibitors of VEEV, no call of its own (marks repeat the call); inhibition, %; measured here: 10K pilot screen inhibition
* = called active by the depositor; i = inactive; ? = inconclusive; / = no result given.

SMILES	Salmonella PhoP GFP	influenza NS1A	M. tuberculosis HTS	tuberculosis growth	inhibitors of VEEV	others
Cc1nnc2sc(-c3ccc(NC(=O)c4ccc(-c5ccc(Cl)cc5Cl)o4)cc3)nn12	-4%	-1%	-1%	42%	4.7%
CC(C)(OC(=O)c1ccc(F)cc1)c1cc2ccccc2c(=O)o1	/	-12%	-2%	-2%	0.2%
CN(C)C(=O)c1c([N+](=O)[O-])c(C(C)(C)C)nn1C	-8%	-7%	4%	-2%	i
CC(=O)Nc1ccc(C2(c3ccc(NC(C)=O)cc3)C(=O)Nc3ccccc32)cc1	0%	-5%	0%	3%	5.0%
COC1=CC=C2[C@H]3Cc4ccc(OC)c5c4[C@@]2(CCN3C)[C@H]1O5	0%	19%	-1%	-10%	i
COCCCNC(=O)CCc1c(C)c2cc3c(C)coc3cc2oc1=O	-2%	-10%	1%	1%	i
O=C(Nc1ccc(Cl)cc1)NN1CCCCCC1	/	6%	/	/	14%
O=C(NCCN1CCN(c2ccccc2)CC1)C1CCN(S(=O)(=O)c2cccc3nsnc23)CC1	-1%	-10%	-5%	4%	1.3%
CCCC(=O)c1c[nH]c(C(=O)N2CCOCC2)c1	5%	9%	6%	6%	1.7%
CN(C)C(CNS(=O)(=O)c1ccc(F)cc1)c1cccnc1 (centres undefined)	2%	1%	-1%	-10%	i
O=S(=O)(c1ccc(F)cc1)N1CCN(Cc2ccccc2C(F)(F)F)CC1	-1%	3%	10%	1%	3.1%
O=C(Nc1cccnc1)OC1CCCC1	1%	-4%	-1%	1%	2.6%
Cc1cccc(-n2c(C)cc(/C=C3\NC(=O)NC3=O)c2C)c1	-5%	0%	63%	44%	1.5%
C=CCNC(=O)c1onc(CSc2ccc(F)cc2)c1C(=O)NCC=C	-7%	9%	8%	-5%	i	inhibitors of VEEV 10K pilot screen=1.0
CC(NCc1ccccc1)C1COc2ccccc2O1 (centres undefined)	10%	4%	0%	10%	1.6%
O=C(Nc1cccc(F)c1)c1c(O)c2ccccc2[nH]c1=O	5%	-1%	6%	21%	1.4%
Cn1nnc2c(NCc3ccco3)nccc21	-13%	13%	0%	11%	0.8%
CCn1cc(C(=O)N2CC(C)CC(C)C2)c(=O)c2cc(S(=O)(=O)N3CCOCC3)ccc21 (centres undefined)	12%	-9%	-15%	-11%	i
CCN1CCN(C(=O)c2ccc3c(c2)N(Cc2ccccc2F)C(=O)c2ccccc2S3(=O)=O)CC1	-3%	4%	6%	0%	i
COc1cccc(CNC(=O)CSc2nnc3c(n2)[nH]c2ccc(C)cc23)c1	4%	8%	-4%	3%	i

Structures shown so far containing a carbonyl joined to an NH by a bond outside any ring (9):
SMILES	Salmonella PhoP GFP	influenza NS1A	M. tuberculosis HTS	tuberculosis growth	inhibitors of VEEV	others
Cc1nnc2sc(-c3ccc(NC(=O)c4ccc(-c5ccc(Cl)cc5Cl)o4)cc3)nn12	-4%	-1%	-1%	42%	4.7%
CC(=O)Nc1ccc(C2(c3ccc(NC(C)=O)cc3)C(=O)Nc3ccccc32)cc1	0%	-5%	0%	3%	5.0%
COCCCNC(=O)CCc1c(C)c2cc3c(C)coc3cc2oc1=O	-2%	-10%	1%	1%	i
O=C(Nc1ccc(Cl)cc1)NN1CCCCCC1	/	6%	/	/	14%
O=C(NCCN1CCN(c2ccccc2)CC1)C1CCN(S(=O)(=O)c2cccc3nsnc23)CC1	-1%	-10%	-5%	4%	1.3%
O=C(Nc1cccnc1)OC1CCCC1	1%	-4%	-1%	1%	2.6%
C=CCNC(=O)c1onc(CSc2ccc(F)cc2)c1C(=O)NCC=C	-7%	9%	8%	-5%	i	inhibitors of VEEV 10K pilot screen=1.0
O=C(Nc1cccc(F)c1)c1c(O)c2ccccc2[nH]c1=O	5%	-1%	6%	21%	1.4%
COc1cccc(CNC(=O)CSc2nnc3c(n2)[nH]c2ccc(C)cc23)c1	4%	8%	-4%	3%	i

Next section:
SMILES	Salmonella PhoP GFP	influenza NS1A	M. tuberculosis HTS	tuberculosis growth	inhibitors of VEEV	others
COc1ccc2[nH]c(C(=O)Nc3ccc(F)cc3Br)cc2c1	8%	21%	-9%	-5%	3.4%
C=CC(=O)N(CCC)C(c1ccccc1)c1ccccc1OC (centres undefined)	16%	-1%	5%	-5%	i
COc1cccc(CNC(=O)c2cc(S(=O)(=O)N3CCCCC3)c[nH]2)c1	/	8%	-4%	19%	2.0%
Cc1nnc(SCC(=O)Nc2cccc(N)c2)n1-c1ccccc1	3%	-20%	3%	8%	i
O=C(CCN1C(=O)COc2ccccc21)N1CCN(c2ccccc2)CC1	3%	-3%	2%	-16%	3.9%
COc1ccccc1NC(=O)c1ccc(CN2CCOCC2)cc1	-3%	-5%	-10%	-4%	0.3%	inhibitors of VEEV 10K pilot screen=1.4
CCc1ccc(OCC(=O)Nc2ccc(N3CCN(S(C)(=O)=O)CC3)cc2)cc1	6%	-2%	-2%	-3%	1.0%
COC(=O)c1ccc([C@@H](O)[C@H](C)C(=O)CC(=O)OC(C)(C)C)cc1	-6%	0%	-4%	5%	0.2%
CN(C)C(CNC(=O)c1cc2ccccc2o1)c1ccccc1 (centres undefined)	/	9%	/	/	0.2%
ClCCOCCCl	/	1%	-7%	-1%	0.2%
O=C(Nc1cc([N+](=O)[O-])ccc1F)C1CCN(S(=O)(=O)c2cccs2)CC1	/	-1%	-3%	5%	0.9%
Cc1c(C)n(CCCN(C)C)c2ncnc(Nc3ccc(F)cc3)c12	-12%	2%	1%	-1%	1.0%
CCOC(=O)c1c(C)[nH]c(C(=O)NCc2ccccn2)c1C	3%	-4%	-14%	-20%	0.5%
Cc1ccc2c(c1)N(CC(=O)Nc1c(C)cccc1C)C(=O)c1cccnc1O2	-6%	8%	5%	4%	0.4%
CCn1c(SCc2ccc(C(=O)OC)o2)nnc1-c1c[nH]c2ccccc12	-4%	5%	?	63%	1.4%
CCN1CCN(CC(=O)N2c3ccccc3CC2C)CC1 (centres undefined)	-9%	8%	-10%	-5%	i
CC[C@@]12C(=O)N(c3ccc(OC)cc3)C(=O)N1[C@H](c1cccc(C)c1)[C@@H]1C(=O)N(Cc3ccccc3)C(=O)[C@@H]12	-2%	-7%	-1%	35%	1.9%
O=C(CSC1=NS(=O)(=O)c2cc(F)ccc2N1)NCc1ccc(F)cc1	5%	-4%	-3%	25%	1.6%
COc1ccc(CCNc2cc(N3CCN(C(=O)c4ccc(C)cc4)CC3)ccc2[N+](=O)[O-])cc1OC	3%	/	-3%	0%	/
CCOC(=O)C1C(=O)CC(C)(O)C(C(=O)OCC)C1c1ccc(OC)cc1 (centres undefined)	-11%	1%	-12%	4%	i
O=C(N1CCCCC1)N1CCN(S(=O)(=O)c2cccc([N+](=O)[O-])c2)CC1	-8%	-1%	2%	-1%	i
COc1ccc(-c2nnc(OCc3nc4ccccc4n3C)c3ccccc23)cc1	-9%	-3%	-8%	8%	5.5%
COCCNc1ccc(N2C(=O)CCCC2=O)cc1[N+](=O)[O-]	1%	15%	1%	-3%	0.9%
O=C1NC(c2ccccc2)=C(c2ccc3ccccc3n2)C(c2ccc(F)cc2)N1 (centres undefined)	-2%	-6%	9%	31%	i
CSc1ccc(/C=C(/NC(=O)c2ccco2)C(=O)N2CCOCC2)cc1	-7%	-11%	5%	-6%	0.2%
Cc1cc(NC(=O)CSc2nc3cc(Cl)ccc3c(=O)n2CC(C)C)no1	-1%	/	4%	0%	/
Nc1ncnc2nc(SCC(=O)Nc3cccc(C(F)(F)F)c3)[nH]c12	23%	-8%	-11%	7%	1.9%
Cc1cccc(C(=O)NC(=S)N2CCc3ccccc3C2)c1	-2%	-13%	?	10%	0.8%
CN(C)CCNC(=O)C1CCCNC1=O (centres undefined)	-7%	-20%	5%	6%	i
Cc1nc2ccc([N+](=O)[O-])cc2s1	3%	0%	-2%	-7%	i
CCOc1cc(/C=C2\NC(=O)NC2=O)ccc1OC(C)C(=O)O (centres undefined)	-10%	-8%	-2%	4%	0.7%
COC(=O)C1CCN(C(=O)Cc2c(OC)ccc3cc(Br)ccc23)CC1	-5%	-2%	-10%	2%	3.8%
CCC(CC)C(=O)Nc1cccc(-c2ccc3nncn3n2)c1	-5%	-2%	-7%	-10%	2.0%
COc1ccc(CCNCc2ccccc2)cc1	-12%	-10%	5%	-7%	i
O=C(CCC(=O)c1cccs1)OCC(=O)N1CCN(C(=O)c2ccco2)CC1	-1%	-9%	-8%	-16%	2.1%
CC(C)(C)c1ccc(OCC(=O)OCCNC(=O)c2cccnc2)cc1	-5%	-7%	-10%	69%	0.5%
CC(Cn1cncn1)C(=O)N1CCN(S(=O)(=O)c2ccccc2)CC1 (centres undefined)	-10%	1%	1%	-2%	1.0%
CCOC(=O)C1(S(=O)(=O)c2ccc(Cl)cc2)CCN(Cc2ccc(C)cc2)CC1	12%	0%	?	48%	1.3%
Brc1ccc(Nc2nc3ccccc3n3nnnc23)cc1	-1%	/	6%	-18%	/
Cc1ccc(NC(=O)CCC(=O)NNC(=O)C(C)(C)C)c(C)c1	2%	6%	-5%	-3%	1.1%

Structural class: those above containing a thiophene ring, fused or not (two)
SMILES	Salmonella PhoP GFP	influenza NS1A	M. tuberculosis HTS	tuberculosis growth	inhibitors of VEEV	others
O=C(Nc1cc([N+](=O)[O-])ccc1F)C1CCN(S(=O)(=O)c2cccs2)CC1	/	-1%	-3%	5%	0.9%
O=C(CCC(=O)c1cccs1)OCC(=O)N1CCN(C(=O)c2ccco2)CC1	-1%	-9%	-8%	-16%	2.1%

More compounds
SMILES	Salmonella PhoP GFP	influenza NS1A	M. tuberculosis HTS	tuberculosis growth	inhibitors of VEEV	others
CN1C(=O)C(C2CCCCC2)C(=O)N(C)C1=O	/	-25%	/	/	0.3%
COC(=O)CCCCC1SCC(NC(=O)c2ccccc2)C1Cl (centres undefined)	5%	3%	-4%	68%	0.8%
Cc1cccn2c(=O)c3cc(C(=O)NCC4CCCO4)c(=N)n(CCc4ccccc4)c3nc12 (centres undefined)	-4%	9%	-1%	-1%	7.9%
O=C(CSc1nc2ccccc2[nH]1)Nc1c(F)cccc1F	-10%	8%	2%	31%	0.3%
Cc1cc2c(c(=O)n1Cc1ccc3c(c1)OCO3)C(c1cccnc1)C(C#N)=C(N)O2 (centres undefined)	6%	-2%	-10%	10%	4.5%
CN1CCC(=C2c3ccccc3Sc3ccccc32)CC1	/	5%	/	/	0.4%
CCC(C)NS(=O)(=O)c1ccc(OCC(=O)N2CCCCC2)cc1 (centres undefined)	-6%	5%	-2%	-4%	i
CCOC(=O)Cn1c(=O)oc2cc(S(=O)(=O)N3CCn4c3nc3ccccc34)ccc21	-15%	0%	-13%	/	0.7%
COc1ccc(CNC(=O)C[C@H]2C[C@H](C(=O)N3CCCCC3)[C@@]3(CCc4ccccc4)c4[nH]c5cc(-c6ccco6)ccc5c4CCN3C2=O)cc1OC	/	-13%	/	/	i
O=C(CSc1ccc(-c2ccccc2)nn1)N1CCN(c2ccccc2)CC1	-12%	2%	0%	-6%	i
COc1ccc(N2CCN(C(=O)c3ccccc3NC(=O)c3ccccc3)CC2)cc1	-5%	-4%	-3%	3%	0.1%
CCOc1ccc(NC(=O)CN(c2ccc(C)cc2)S(=O)(=O)c2c(C)nn(C)c2C)cc1	-14%	0%	8%	17%	3.5%
C=CCN([C@H](C(=O)OC)C(C)C)S(=O)(=O)CCNCc1ccccc1	/	-3%	/	/	1.1%
Cc1cc(=O)oc2c(C)c(OC(C)C(=O)NC(Cc3c[nH]c4ccc(O)cc34)C(=O)O)ccc12 (centres undefined)	14%	4%	-8%	-4%	0.0%
CC1CN(CCOCCOc2ccccc2-c2ccccc2)CC(C)O1 (centres undefined)	-6%	-4%	0%	5%	i
COc1ccccc1-n1cnc2cc(C(=O)N3CCOCC3)ccc21	-1%	4%	-5%	5%	1.7%
CCOC(=O)C1(Cc2cccc(Cl)c2)CCCN(C(=O)c2cc(C)[nH]n2)C1 (centres undefined)	-8%	0%	-5%	-9%	5.1%
CC(=O)Nc1ccc(/C=N/NC(=O)CNS(=O)(=O)c2ccccc2)cc1	-9%	-15%	0%	0%	0.8%
